Bioassay records deposited in PubChem by Sanford-Burnham Center for Chemical Genomics.
H9c2 TAG inh: inhibitors of triacylglycerol accumulation; H9c2 cells, Nile Red lipid (TAG) fluorescence; cells loaded with 200 µM oleic acid; inhibition, % at 12.5 µM; 230,000 tested, 0.66% active; AID 651582;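 active = pattern-corrected inhibition of lipid staining of at least 50% with the nuclear-stain viability signal not falling by more than 50%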;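 also: 0% = DMSO wells and 100% = triacsin C control wells; some results filed as inactive read as strong as hits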
H9c2 TAG inh DAPI viability: second read-out of H9c2 TAG inh, no call of its own (marks repeat the call); DAPI nuclei signal change (viability), lower = more cytotoxic, %;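 whole-well DAPI fluorescence read on a plate reader as a viability signal; minus 50 percent equals half of cells still viable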
Starred values were filed as active, the others as inactive.

SMILES | H9c2 TAG inh | H9c2 TAG inh DAPI viability
CC[C@]12c3[nH]c4ccccc4c3CCN1C(=O)C(CC(=O)NCCc1ccccn1)C[C@@H]2C(=O)N1CCN(C(=O)C2CC2)CC1 (stereo not given in full) | -2 | -5
CCOc1ccc(OCc2ccc(C(=O)NCc3cccnc3)o2)cc1 | 0 | 4
COc1ccccc1NC(=O)c1ccc(NC(=O)Cc2n[nH]c(=O)c3ccccc23)cc1 | 43 | -16
COc1ccccc1C(=O)Nc1nnc(S(=O)(=O)N2CCCCCC2)s1 | 2 | 0
COc1ccc(NC(=O)CNc2cccc(C#N)c2)cc1Cl | 9 | 1
O=C(C=CC=Cc1ccccc1)c1ccc([N+](=O)[O-])cc1 | 28 | -13
COc1cc(C(=O)Nc2ccc(C)c(S(=O)(=O)N(C)C)c2)ccc1OCC(=O)N1CCOCC1 | 23 | -7
CC1=C(C(=O)Nc2cccc(F)c2)C(c2ccsc2)C2=C(CC(C)(C)CC2=O)N1 (stereo not given) | 47 | -27
COc1ccccc1-n1nnnc1S(=O)(=O)Cc1ccc(Cl)cc1 | 16 | -2
Cc1ccc(CC(=O)Nc2nc3ccccc3s2)cc1 | 20 | 4
CCS(=O)(=O)N1CCC(C(=O)Oc2ccccc2Br)CC1 | -10 | 3
O=C(CCC(=O)c1cccs1)OCC(=O)c1ccccc1 | 4 | 2
CC(C)C(NS(=O)(=O)c1ccc2c(c1)C(C)(C)C(=O)N2C)C(=O)NCc1ccc(F)cc1 (stereo not given) | -3 | 11
CCN(CC)S(=O)(=O)c1cccc(C(=O)Nc2cc(C)cc(C)c2)c1 | 1 | 4
Cc1ccccc1C(=O)c1cccn1CC(=O)NCCN1CCN(c2cccc(C)c2C)CC1 | 18 | 4
Cc1ccsc1C(=O)N1CCC(CO)(Cc2ccccc2)CC1 | -14 | -6
O=C(Nc1c2c(nc3ccccc13)CCCC2)c1ccccc1Br | -13 | 1
CCOc1ccc(Cc2noc3c2C(=O)CC(C)(C)C3)cc1OCC | -5 | -3
CC(C)OP(=O)(OC(C)C)C(NC(=O)c1ccccc1)C(N)=O (stereo not given) | 6 | -3
CCOc1nc(Nc2ccc(OC)cc2)nc(OCC)n1 | 11 | -15
O=C(/C=C/c1ccc(Cl)cc1)Nc1ccc(Br)cn1 | -11 | 5
COC(=O)CC(NC(=O)Nc1ccc(C)cc1)c1cccc([N+](=O)[O-])c1 (stereo not given) | -12 | 7
COC(=O)c1cc2c(n1S(=O)(=O)c1ccc(C)cc1)C(=O)C(=O)c1[nH]cc(C(=O)OCc3ccccc3)c1-2 | 125 | -70
COc1ccc(CNC(=O)CN2C(=O)NC3(CCCCCC3)C2=O)cc1OC | -3 | 2
COc1ccc(OCC(=O)NC(=O)c2ccccc2)c([N+](=O)[O-])c1 | 6 | -1
Cc1oc(=O)c(NC(=O)c2ccccc2)cc1C(C)O (stereo not given) | 4 | -8
CCOc1cc(/C=N/NC(=O)Nc2ccccc2)ccc1O | 13 | -7
COc1cccc(-c2ccc(NC(=O)C3CCCN(CCCn4cccn4)C3)cc2)c1 (stereo not given) | -19 | 13
CC(OC(=O)c1ccc([N+](=O)[O-])s1)C(=O)NC1CCCCC1C (stereo not given) | 11 | 3
COc1ccccc1NC(=O)Nc1ccc2[nH]c(=O)[nH]c2c1 | -4 | 9
CC(C)(C)Cc1nnc(NC(=O)CSc2ccccc2)s1 | 5 | 0
O=C(Nc1ccc(S(=O)(=O)NCc2ccccc2)cc1)c1ccc(Br)o1 | -11 | -10
Cc1ccc(S(=O)(=O)N2CCN(c3ccc4nnc(-c5ccccc5)n4n3)CC2)cc1 | 8 | 6
CCCCCCCOC(=O)C[N+](C)(C)CCOC1CC2CCC1(C)C2(C)C (stereo not given) | 34 | -19
CN(C)CC(C)(C)CNS(=O)(=O)c1cccc(Cl)c1Cl | 26 | -8
CC1(C)CC(=O)C2=C(C1)Nc1ccccc1NC2c1ccccc1F (stereo not given) | -12 | 4
O=C(CN1C(=O)C2C3C=CC(C3)C2C1=O)NCCc1ccccc1 (stereo not given) | 0 | 2
O=C(COCc1ccccc1)N[C@@H]1c2ccccc2CC[C@H]1OCc1ccccc1 | -7 | -13
COc1ccc(N2CCN(C(=O)CNC(=O)Cc3ccc(Cl)cc3)CC2)cc1 | 13 | -7
COc1ccc(Cl)cc1NC(=O)NCCN1CCCCC1 | 17 | -5
ClC1(Cl)CC1CSc1ncn[nH]1 (stereo not given) | -4 | 7
COc1ccc(-c2noc(CCC(=O)N3CCN(c4cc(C)ccc4C)CC3)n2)cc1 | -5 | -5
CCCCOC(=O)n1c(=O)oc2ccc(S(=O)(=O)N3CCCCC3)cc21 | 5 | -3
O=C(NC1=NN(c2ccccc2)CC1)Nc1ccccc1F | 8 | 0
Cc1c(NC(=O)CSc2ccc(Cl)cc2)c(=O)n(-c2ccccc2)n1C | -5 | 8
O=C(CCC1COc2ccccc2O1)NCC1COc2ccccc2O1 (stereo not given) | 7 | -7
O=C(COC(=O)c1ccc(S(=O)(=O)N2CCOCC2)cc1)NCc1ccco1 | 36 | -24
C=CCOn1c(=O)c(-c2cc3ccccc3o2)[n+]([O-])c2ccccc21 | -1 | 5

Rewritten with tabs: entries from further up
molecule	H9c2 TAG inh	H9c2 TAG inh DAPI viability
COc1ccccc1NC(=O)Nc1ccc2[nH]c(=O)[nH]c2c1	-4	9
CC(C)(C)Cc1nnc(NC(=O)CSc2ccccc2)s1	5	0
O=C(Nc1ccc(S(=O)(=O)NCc2ccccc2)cc1)c1ccc(Br)o1	-11	-10
Cc1ccc(S(=O)(=O)N2CCN(c3ccc4nnc(-c5ccccc5)n4n3)CC2)cc1	8	6
CCCCCCCOC(=O)C[N+](C)(C)CCOC1CC2CCC1(C)C2(C)C (stereo not given)	34	-19
CN(C)CC(C)(C)CNS(=O)(=O)c1cccc(Cl)c1Cl	26	-8
CC1(C)CC(=O)C2=C(C1)Nc1ccccc1NC2c1ccccc1F (stereo not given)	-12	4

Next compounds:
SMILES | H9c2 TAG inh | H9c2 TAG inh DAPI viability
CN(C)/C(=N\S(=O)(=O)c1ccc(Cl)cc1)c1ccc(F)cc1 | 5 | 1
Cc1ccc(C(=O)N/C(=C\c2ccccc2F)c2nc(=S)[nH][nH]2)cc1 | -1 | -5
O=C(Nc1ccncc1)c1cc(C2CCCCN2C(=O)CCCc2ccccc2)on1 (stereo not given) | -10 | 10
Cc1ccccc1C(=O)NCC(=O)OC(C)C(=O)Nc1ccnn1C(C)C (stereo not given) | -11 | 7
CC(C)CN(C(=O)CCCOc1ccc(Cl)cc1Cl)c1c(N)n(Cc2ccccc2)c(=O)[nH]c1=O | 10 | -4
CC(/C=N/n1c(-c2ccccn2)n[nH]c1=S)=C\c1ccccc1 | -13 | 6
Cc1cccc(OCC(O)CN2CC3(C)CC2CC(C)(C)C3)c1 (stereo not given) | 4 | 12
CCCc1cc(=O)[nH]c(SCC(=O)Nc2nc3ccc(OCC)cc3s2)n1 | -2 | -6
O=C(NCCCN1CCCCC1)C1(S(=O)(=O)c2ccc(Cl)cc2)CC1 | -11 | 6
O=C(Nc1nnc(S(=O)(=O)N2CCCCCC2)s1)c1ccccc1 | 9 | -10
O=C(Nc1ccc(OC(F)(F)F)cc1)C1CCCN(C(=O)c2ccc(Cl)cc2)C1 (stereo not given) | -8 | -3
COc1ccc(NC(=O)CN(C)S(=O)(=O)c2cccs2)cc1 | 13 | -13
O=C(CNCC1CCCO1)N1CCCCCC1 (stereo not given) | 1 | 2
COC(=O)c1ccc2c(=O)n(Cc3ccco3)c(SCC(=O)Nc3cc(C)on3)nc2c1 | -17 | -6
CCc1cccc(NC2c3ccccc3C(=O)N2c2cccnc2)c1 (stereo not given) | 1 | -2
CCN(CC)S(=O)(=O)c1cccc(C(=O)Oc2cccnc2)c1 | 6 | -1
CCOC(=O)N1CCC(Nc2c(N3CCN(c4cc(Cl)ccc4C)CC3)c(=O)c2=O)CC1 | 11 | -2
CSc1ncnc2c1ncn2CCCN(C)Cc1ccco1 | 17 | -2
CCOC(=O)c1ccc(NC(=O)N2CCOCC2)cc1 | 7 | -9
CCOC(=O)N1CCN(S(=O)(=O)c2ccc(C(=O)Nc3sc4c(c3C(=O)OC)CCN(C)C4)cc2)CC1 | 18 | 9
CC1CCN(C(c2ccc(N(C)C)cc2)c2nnnn2Cc2ccccc2)CC1 (stereo not given) | -10 | 1
CN(Cc1c(F)cccc1Cl)C(=O)c1cc2ccccc2o1 | -14 | -2
COCCCNc1nc2nonc2nc1N1CCN(Cc2cccc(C)c2)CC1 | -2 | 1
COc1ccc(N(Cc2ccccc2)S(=O)(=O)c2cccc(C(=O)O)c2)cc1 | 6 | -3
COc1ccc(NC(=O)C2CC(c3cccc(Br)c3)=NO2)cc1OC (stereo not given) | -8 | 6
O=c1c(Cl)c(NCCO)cnn1-c1cccc(Cl)c1 | -7 | -4
COCCCn1c(SCC(=O)NC2CCCCC2)nnc1-c1ccncc1 | 11 | -7
CC(C)CNC(=O)C(=O)NC1CCCC1 | -14 | 0
COc1ccc(/C=C/C(=O)c2ccc3c(c2)OCO3)c(OC)c1 | 0 | -4
COc1ccc(-c2ccc(SCC(=O)NCc3ccc4c(c3)OCO4)nn2)cc1OC | 2 | -8
COc1ccc(CCNC(=O)Cc2ccc(NS(=O)(=O)c3ccc(F)cc3)cc2)cc1OC | -13 | -7
Cn1nc(C(F)(F)F)c(-c2ccccc2)c1NC(=O)c1nccnc1C(=O)O | 0 | -7
COc1ccc(N2CCN(C(=O)COc3ccc4c(C)cc(=O)oc4c3)CC2)cc1 | 12 | -2
O=C(COc1ccc(Cl)cc1)NNC(=O)c1ccc2c(=O)n3c(nc2c1)CCC3 | 9 | -4
CCOC(=O)C1CCCN(C(=O)c2ccc(F)c(Cl)c2)CC1 (stereo not given) | -4 | -6
Cc1ccc(-c2nn[nH]n2)o1 | -17 | 11

Three records picked at random from the list so far, as already listed:
SMILES | H9c2 TAG inh | H9c2 TAG inh DAPI viability
COCCCn1c(SCC(=O)NC2CCCCC2)nnc1-c1ccncc1 | 11 | -7
O=C(COc1ccc(Cl)cc1)NNC(=O)c1ccc2c(=O)n3c(nc2c1)CCC3 | 9 | -4
O=c1c(Cl)c(NCCO)cnn1-c1cccc(Cl)c1 | -7 | -4

(further entries)
SMILES | H9c2 TAG inh | H9c2 TAG inh DAPI viability
O=C1NC(c2ccccc2)Oc2ccccc21 (stereo not given) | 2 | 0
CCCc1ccc(S(=O)(=O)N2CCN(C(=O)CN3C(=O)NC(C)(C4CC4)C3=O)CC2)cc1 (stereo not given) | 11 | -9
c1ccc(Cn2ncc3c(N4CCN(c5ccccc5)CC4)ncnc32)cc1 | -23 | -2
Cc1cc(C)c(C(=O)C(C)OC(=O)C2=COCCO2)cc1C (stereo not given) | 6 | 4
Cc1[nH]n(-c2ccccc2)c(=O)c1C(c1ccc(O)c([N+](=O)[O-])c1)c1c(C)[nH]n(-c2ccccc2)c1=O | -10 | -12
COc1ccc2[nH]c3c(=O)n(CCCCCC(=O)NCCC(C)C)c(=S)[nH]c3c2c1 | 10 | -7
CC(C)CN(CCNC(=O)CC1Oc2ccccc2NC1=O)CC(C)C (stereo not given) | 26 | -5
O=C(OCc1c(F)cccc1Cl)c1cccc(S(=O)(=O)N2CCOCC2)c1 | 9 | -5
Cc1cc(Cl)ccc1C(O)c1ncc(-c2ccccc2C(F)(F)F)[nH]1 (stereo not given) | -20 | -2
COc1ccc(C2Nc3ccccc3C(=O)N2O)cc1OC (stereo not given) | -2 | 4
Cn1c(CC(O)c2nc3ccccc3n2C)nc2ccccc21 (stereo not given) | 8 | -2
O=C(N/N=C/c1ccc[nH]1)c1cc(-c2cccs2)nc2ccccc12 | 1 | 13
CCOC(=O)C1(CC2CCCCO2)CCN(Cc2ccc(OC)cc2F)CC1 (stereo not given) | -2 | 9
C/C(=N/Nc1ccccc1C(=O)O)c1cccs1 | -15 | 2
CCCOc1ccc(N2CC(C(=O)Nc3ccccc3OC)CC2=O)cc1 (stereo not given) | -13 | -2
Oc1ccccc1CC=NC1CCCCC1 | 3 | 0
CCCS(=O)(=O)N1CCCC(C(=O)NCC2CCCO2)C1 (stereo not given) | -4 | 9
CC[C@]12c3[nH]c4ccc(Cl)cc4c3CCN1C(=O)[C@@H](CC(=O)NCCCn1ccnc1)C[C@@H]2C(=O)N1CCN(C(=O)c2ccco2)CC1 | -1 | 14
CN(c1ccc(OCC(=O)OCC(=O)NCc2ccco2)cc1)S(=O)(=O)c1ccc2ccccc2c1 | 6 | -1
COc1ccc(NC(=O)NNS(=O)(=O)c2ccc(Br)cc2)cc1 | 5 | 1

This is a subset (hit frequency here may not be typical).
